# Compound activity deposited in PubChem by several laboratories.
# Insulin prom up = MIN6 insulin promoter up-regulation; 0.3% of 190,000 active; AID 1625; z-score at 5 µM; MIN6 insulin promoter-GFP reporter, high-content imaging; hits give high values;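 active = z-score above 3 at 5 µM with at least 500 cells counted in the well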
# Yfh1-depleted yeast = enhancers of respiration in Yfh1-depleted yeast, dose response, Friedreich's ataxia, plus single-dose screen (AID 1465); one-dose fold induction at 50 µM; EC50 in µM for titrated hits; S. cerevisiae Yfh1-off respiration, WST-1 reduction, 72 h; higher fold induction means a stronger effect; 0.074% of 220,000 active;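 active = fold induction of absorbance versus untreated yeast above a set limit, then at least 30% activation at any dose in follow-up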;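 also: activators that raise dye reduction in frataxin-depleted yeast; strong numbers were not always called active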
# WT yeast gro inh = growth inhibition of WT yeast, mitochondrial fusion screen | mitochondrial fusion phenotypic screen, WT strain | inhibition, % at 10 µM | 2.1% of 190,000 active; in the data active = inhibition above about 58%; tested in S. cerevisiae
# human PMI inhibitors = MPI inhibition at elevated mannose 6-phosphate – biochemical, fluorescence intensity, high mannose 6-phosphate, primary screen (AID 1220); 0.66% of 190,000 active; recombinant PMI enzyme, coupled fluorescence intensity; higher % means a stronger effect; inhibition, % at 20 µM; hits with a dose series show IC50 in µM
# b-catenin transl = alters nuclear translocation of beta-catenin in HeLa cells. AID 1665. immunofluorescence imaging. 0.3% of 190,000 active. nuclear translocation activity, % at 5 µM;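 active = nuclear translocation activity above 50% at 5 µM, with a well cell count of 50 or more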;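 also: per-cell ratio of nuclear to cytoplasmic median beta-catenin stain intensity; plate controls were DMSO negative control for no effect and GSK-3 inhibitor IX positive control for full effect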
#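 assay system = human HeLa cells, endogenous beta-catenin | times = compound treatment 24 h, 37°C, 5% CO2 | detection = Anti-beta-catenin immunofluorescence on PFA-fixed, Triton-permeabilized cells, DAPI nuclei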
# human PMI inhibition = inhibitors of human PMI, primary screen, biochemical, fluorescence intensity, coupled assay (AID 1209). 0.42% of 190,000 active. purified PMI enzyme, coupled fluorescence intensity; higher % means a stronger effect. one-dose inhibition, % at 20 µM; IC50 in µM for titrated hits;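 also: plate controls were DMSO vehicle for no effect and wells lacking substrate for full effect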
# Dynein transport = dynein cargo transport inhibition | 3617.4 mouse cells, GR-EGFP nuclear translocation imaging; test concentration mostly 20 µM; stimulated with dexamethasone, 1 µM; hits give low values | z-score, hits read low | 0.47% of 220,000 active;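 active = plate z-score of nuclear minus cytoplasmic receptor signal below a set negative limit, without overly bright fluorescence or cell loss, cut at about -3.5 in these data, passing the limit was not always enough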;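 also: z-score of nuclear minus cytoplasmic ring GR-EGFP intensity difference per well; some compounds called inactive have numbers as strong as hits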
#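 Also added – dexamethasone, 1.0 µM final · Buffer or medium – tet-free, stripped-serum medium · Schedule – induction 48 h, compound 1 h, agonist 30 min · Detection – formaldehyde fixation, Hoechst nuclear stain, 10x automated fluorescence imaging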
# MT stabilizer = stabilizes microtubules in HeLa cells; HeLa tubulin immunostaining HCS, 24 h; share of cells brighter than vehicle mean+2SD; AID 2205; % tubulin-high responders, % at 10 µM; 0.83% of 200,000 active;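 active = plate Z-score above 3 for both tubulin-high and condensed-nucleus cell shares, with cell loss under 80%, at 10 µM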;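 also: anti alpha tubulin signal scored within the nucleus-defined area of each cell; some results filed as inactive read as strong as hits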
# Autophagy mod = autophagy modulation, high-content screen; AID 463193; MEF GFP-LC3 puncta imaging; test concentration mostly 10 µM; 0.98% of 190,000 active; calls only at 10 µM (by protocol);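 active = percentage of spot-positive cells more than 3 SD above its plate mean, without a fluorescence outlier flag or 80% toxicity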;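 also: spot-positive cell cutoff set from DMSO-treated cells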
# WT yeast gro inh mutant strain = recorded beside WT yeast gro inh, whose call it bears; inhibition, %; mitochondrial fusion phenotypic screen, mutant strain inhibition
# Dynein transport cytoplasmic EGFP = further read-out of Dynein transport, marked with its call; z-score; measured here: cytoplasmic GR-EGFP intensity; hits give high values
# Dynein transport nuclear GR-EGFP = recorded beside Dynein transport, whose call it bears; z-score; measured here: nuclear GR-EGFP intensity;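 lower value marks the stronger effect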
# Dynein transport cell count = recorded beside Dynein transport, whose call it bears; z-score; measured here: cell count per field
# Insulin prom up cell count = second read-out of Insulin prom up, no call of its own (marks repeat the call); cell count; measured here: cytotoxicity, nuclei count;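 total cells summed across four imaged fields per well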
# b-catenin transl cell count 5 µM = recorded beside b-catenin transl, whose call it bears; cell count; measured here: cell count, cytotoxicity flag
# MT stabilizer Hoechst-high % = also measured in MT stabilizer; calls as there; % Hoechst-high responders; measured here: nuclear condensation Hoechst responders;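 share of cells brighter than vehicle mean plus two SD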
# MT stabilizer cytotoxicity % = recorded beside MT stabilizer, whose call it bears; toxicity, %; measured here: cytotoxicity by cell density;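 0% = mean cell density of plate MIN control wells and 100% = no cells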
# Autophagy mod cell loss 18 h = also measured in Autophagy mod; calls as there; toxicity, %; measured here: cell loss, nuclei count;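 cell loss after 18 h compound exposure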
# The depositor's hits bear a star; i = inactive; / = not tested or not shown. Rule as the data show it, unless noted: active = inhibition above about 50%; inactive = the rest.
SMILES,Insulin prom up,Insulin prom up cell count,Yfh1-depleted yeast,WT yeast gro inh,WT yeast gro inh mutant strain,human PMI inhibitors,b-catenin transl,b-catenin transl cell count 5 µM,human PMI inhibition,Dynein transport,Dynein transport cytoplasmic EGFP,Dynein transport nuclear GR-EGFP,Dynein transport cell count,MT stabilizer,MT stabilizer Hoechst-high %,MT stabilizer cytotoxicity %,Autophagy mod,Autophagy mod cell loss 18 h
C/C(Cc1ccccc1)=N\NC(=O)CNC(=O)c1ccccc1Br,-0.31,1361,i,-5.3,-24.8,-4.6%,/,/,-6.7%,0.242,-0.212,-0.293,-0.541,3.0,3.7,4.1,i,-6.8
COc1ccc2cnn(Cc3ccccc3)c(=O)c2c1OC,0.39,1226,i,1.0,-4.3,11.0%,1.8,1450,14.4%,0.476,-0.0471,0.459,0.775,3.3,2.2,4.9,i,4.2
CCN1CCCC(CO)(Cc2ccccc2)C1 (stereo unspecified),0.48,1372,i,-2.9,8.8,12.6%,-0.2,1065,11.7%,-0.459,-0.0693,-0.357,0.7,1.3,2.7,9.9,i,-4.7
CCOc1ccc(C(=O)Nc2c3c(nn2-c2ccc(F)cc2)CS(=O)C3)cc1 (stereo unspecified),-0.89,940,i,-0.3,7.9,-2.5%,/,/,-3.5%,2.18,-0.186,1.83,-1.05,2.2,2.6,16.2,i,20.2
Cc1cc(C(=O)OCC(=O)Nc2nccs2)c2ccccc2n1,-0.63,1397,i,/,/,/,-0.6,1358,/,0.332,-0.257,0.177,0.0392,/,/,/,/,/
COc1ccc(NC(NC(=O)c2ccc(OC)cc2)C(Cl)(Cl)Cl)cc1 (stereo unspecified),-0.42,1572,/,32.8,6.3,20.4%,1.0,1342,16.5%,-1.16,0.0294,-0.52,1.1,2.3,1.5,5.7,i,12.8
Cc1cc(Br)ccc1SCC(=O)OC/C(O)=C(\C#N)c1nc2ccccc2[nH]1,-0.45,1033,i,/,/,/,0.3,1257,/,0.114,-0.151,0.723,-0.921,/,/,/,/,/
CCOC(=O)c1cccc(NC(=O)CSc2nnc(COc3ccccc3C)o2)c1,/,/,i,-7.2,-32.6,-2.0%,-2.0,977,-0.6%,0.674,-0.232,0.584,-0.422,3.0,1.1,4.0,i,4.2
Cc1cccc(NC(=S)NNC(=O)c2ccc(O)cc2O)c1C,-0.35,1543,i,2.0,9.0,-31.7%,-4.8,1074,-11.9%,-0.344,-0.284,-0.167,0.519,1.4,2.2,4.8,i,15.8
O=C(O)Cn1nnnc1SCC(=O)Nc1ccccc1F,0.14,1461,i,-20.9,-4.3,-4.2%,0.4,1039,-3.9%,-0.698,-0.31,-0.163,0.914,1.0,0.9,7.1,i,-13.7
CCC(c1nnnn1Cc1ccc(F)cc1)N(CCCO)Cc1cc2cc3c(cc2[nH]c1=O)OCO3 (stereo unspecified),-1.38,744,i,-0.8,24.3,6.9%,-2.8,963,3.6%,0.654,-0.323,0.149,0.325,4.9,3.3,4.9,i,17.9
COC(=O)c1cccc(S(=O)(=O)N2CCCC2)c1,0.18,1257,i,-9.5,-9.9,0.0%,-4.5,574,-6.5%,0.818,-0.244,0.101,-0.654,3.4,2.6,8.3,i,-12.0

# Six entries from above, reformatted.
structure	Insulin prom up	Insulin prom up cell count	Yfh1-depleted yeast	WT yeast gro inh	WT yeast gro inh mutant strain	human PMI inhibitors	b-catenin transl	b-catenin transl cell count 5 µM	human PMI inhibition	Dynein transport	Dynein transport cytoplasmic EGFP	Dynein transport nuclear GR-EGFP	Dynein transport cell count	MT stabilizer	MT stabilizer Hoechst-high %	MT stabilizer cytotoxicity %	Autophagy mod	Autophagy mod cell loss 18 h
CCOc1ccc(C(=O)Nc2c3c(nn2-c2ccc(F)cc2)CS(=O)C3)cc1 (stereo unspecified)	-0.89	940	i	-0.3	7.9	-2.5%	/	/	-3.5%	2.18	-0.186	1.83	-1.05	2.2	2.6	16.2	i	20.2
Cc1cc(C(=O)OCC(=O)Nc2nccs2)c2ccccc2n1	-0.63	1397	i	/	/	/	-0.6	1358	/	0.332	-0.257	0.177	0.0392	/	/	/	/	/
COc1ccc(NC(NC(=O)c2ccc(OC)cc2)C(Cl)(Cl)Cl)cc1 (stereo unspecified)	-0.42	1572	/	32.8	6.3	20.4%	1.0	1342	16.5%	-1.16	0.0294	-0.52	1.1	2.3	1.5	5.7	i	12.8
Cc1cc(Br)ccc1SCC(=O)OC/C(O)=C(\C#N)c1nc2ccccc2[nH]1	-0.45	1033	i	/	/	/	0.3	1257	/	0.114	-0.151	0.723	-0.921	/	/	/	/	/
CCOC(=O)c1cccc(NC(=O)CSc2nnc(COc3ccccc3C)o2)c1	/	/	i	-7.2	-32.6	-2.0%	-2.0	977	-0.6%	0.674	-0.232	0.584	-0.422	3.0	1.1	4.0	i	4.2
Cc1cccc(NC(=S)NNC(=O)c2ccc(O)cc2O)c1C	-0.35	1543	i	2.0	9.0	-31.7%	-4.8	1074	-11.9%	-0.344	-0.284	-0.167	0.519	1.4	2.2	4.8	i	15.8

# The listing continues:
SMILES,Insulin prom up,Insulin prom up cell count,Yfh1-depleted yeast,WT yeast gro inh,WT yeast gro inh mutant strain,human PMI inhibitors,b-catenin transl,b-catenin transl cell count 5 µM,human PMI inhibition,Dynein transport,Dynein transport cytoplasmic EGFP,Dynein transport nuclear GR-EGFP,Dynein transport cell count,MT stabilizer,MT stabilizer Hoechst-high %,MT stabilizer cytotoxicity %,Autophagy mod,Autophagy mod cell loss 18 h
Cn1c(=O)c2c(-c3ccccc3)n(Cc3cccnc3)cc2n(C)c1=O,/,/,i,17.3,21.0,-94.2%,-1.5,971,-71.8%,-0.0617,-0.102,0.235,-0.417,4.5,3.3,5.7,i,-3.5
Cc1cc(SCC(=O)Nc2cccc(S(=O)(=O)NC3=NCCCCC3)c2)c(C)cc1Br,0.55,1338,i,9.7,-15.4,12.8%,-3.3,488,15.4%,-0.468,0.345,-0.544,0.319,2.2,2.6,9.0,i,14.9
COc1ccc(C(c2nnnn2CC2CCCO2)N2CCN(c3ccccc3)CC2)cc1 (stereo unspecified),-0.07,1482,i,11.2,28.9,-39.9%,-0.5,1352,-17.4%,0.295,0.126,0.214,0.176,1.7,1.6,7.1,i,15.8
CC(C)(C)NS(=O)(=O)c1ccc(Oc2ncc(C(F)(F)F)cc2Cl)cc1,0.05,1862,i,0.0,27.5,23.2%,0.2,1104,20.4%,0.111,-0.202,-0.24,-0.00976,1.5,1.9,6.6,i,-0.8
COCCNS(=O)(=O)c1ccc(-c2ccc(S(=O)(=O)NCCOC)cc2)cc1,/,/,/,-16.6,-19.3,-1.1%,-4.4,1209,-13.9%,-0.774,-0.5,-0.297,0.457,4.8,2.2,4.4,i,14.1
CSc1ccc(C(=O)C2CCCN(C(=O)CCCn3cncn3)C2)cc1 (stereo unspecified),-0.03,1365,i,0.9,4.7,1.7%,0.9,991,2.0%,-0.908,-0.29,-0.459,0.909,6.3,1.6,0.3,i,14.1
CC(C)NC(=O)C(Cc1ccccc1)N1C(=O)c2ccccc2C1=O (stereo unspecified),/,/,i,-14.4,-4.4,-6.2%,/,/,-10.3%,0.971,-0.283,0.83,-1.05,3.4,1.7,7.7,i,1.0
CCOC(=O)C1(Cc2ccccc2C)CCCN(C(=O)c2cc(CC)nn2C)C1 (stereo unspecified),-0.07,1500,i,-7.1,-4.4,16.4%,-1.0,995,17.2%,-0.406,-0.219,0.104,0.0073,/,/,/,i,-15.5
COc1ccc(C(=O)N/N=C2/SCC(=O)N2Cc2ccc3c(c2)OCO3)cc1OC,/,/,i,32.0,15.3,-4.9%,/,/,-4.8%,1.85,-0.204,0.608,-0.961,3.2,1.8,9.7,i,-16.0
CC1CCC(NC(=O)C2CCN(S(=O)(=O)c3ccc4nc5c(c(C(=O)O)c4c3)CC(C)CC5)CC2)CC1 (stereo unspecified),0.11,1129,i,5.0,0.6,-16.6%,1.3,1063,-38.8%,2.02,-0.13,1.34,-1.48,3.7,1.2,7.7,i,-26.0
Fc1ccc(Oc2nccc(-c3ccc(Cl)cc3)n2)cc1,-0.1,1726,i,9.7,13.1,-3.3%,1.5,1073,-2.7%,-0.285,-0.239,-0.467,0.258,0.8,1.5,5.8,i,0.2
Cc1cc(O)ccc1NC(=O)CCN1C(=O)c2ccc([N+](=O)[O-])cc2C1=O,0.57,1175,i,-6.8,-13.4,20.5%,-1.4,504,9.6%,1.01,0.582,1.66,-3.18,1.7,1.7,4.5,i,-2.0
Cc1ccc2nc(N3CC(=O)Nc4ccccc43)nc(-c3ccccc3)c2c1,0.16,1378,i,10.9,5.4,-3.3%,2.0,1046,-0.6%,1.5,-0.0189,1.06,-1.67,7.1,1.4,9.5,i,7.2
O=C(Cn1c2c(c(=O)n3ncnc13)CCC2)N/N=C/c1ccc(Cl)cc1,-0.23,939,i,/,/,/,-0.9,1390,/,0.338,-0.227,0.656,-0.0685,/,/,/,/,/
COc1cc(S(=O)(=O)N2CCOCC2)ccc1NC(=O)CN1c2cccc3cccc(c23)S1(=O)=O,-0.37,1315,i,-2.2,-21.1,16.3%,-4.4,569,-8.5%,0.186,1.02,-0.107,-0.252,4.0,1.7,5.2,i,7.9
CCCn1nnnc1NCc1c(Cl)cccc1Cl,-1.15,787,i,-7.8,6.3,10.5%,-3.5,1112,3.6%,-0.0062,-0.35,0.0879,0.323,2.4,2.5,2.9,i,5.4
COC(=O)c1nn(-c2ccccc2)c(Sc2ccc(C)cc2)c1/C=N/O,0.04,1652,i,15.5,3.3,20.7%,-0.3,1368,17.4%,-0.3,-0.178,-0.181,0.595,1.7,1.3,6.3,i,23.2
Nc1ccc(Nc2ccccc2)c(S(=O)(=O)O)c1,-0.42,1382,i,/,/,/,-4.1,1254,/,-0.543,-0.194,-0.413,0.335,/,/,/,/,/

# Not a hit list. Share with any hit: about 5%.
